# High-throughput results (PubChem BioAssay)
# CHRM4 agonist: CHRM4 agonism in calcium assay | P08173 | CHO-K1 hM4/Gqi5, Fluo-8 calcium fluorescence; vehicle 0%, full acetylcholine response 100% | activation, % at 3 µM | 0.14% of 360,000 active;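 active means activation above the run mean over all test wells plus 3 SD, cut at about 32% in these data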;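 further: peak over basal fluorescence ratio per well then scaled between controls; 0% = DMSO wells and 100% = acetylcholine at EC100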
# Target sequence (P08173 whole entry, looked up): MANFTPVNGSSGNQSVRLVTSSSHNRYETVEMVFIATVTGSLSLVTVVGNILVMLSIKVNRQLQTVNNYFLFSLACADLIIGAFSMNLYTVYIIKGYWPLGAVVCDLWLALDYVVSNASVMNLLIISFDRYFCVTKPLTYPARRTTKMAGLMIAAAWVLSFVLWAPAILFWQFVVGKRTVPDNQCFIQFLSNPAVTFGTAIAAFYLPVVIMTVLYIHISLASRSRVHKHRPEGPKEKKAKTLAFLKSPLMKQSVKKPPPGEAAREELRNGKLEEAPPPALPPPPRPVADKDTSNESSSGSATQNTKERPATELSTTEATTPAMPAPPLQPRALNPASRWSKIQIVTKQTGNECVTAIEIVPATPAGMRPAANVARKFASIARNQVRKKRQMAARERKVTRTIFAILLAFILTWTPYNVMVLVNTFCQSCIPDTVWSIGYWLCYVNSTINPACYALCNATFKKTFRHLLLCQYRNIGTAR
# CHRM4 antagonist: antagonists of human muscarinic M4 receptor (CHRM4) | P08173 | CHO-hM4 cells, ACh EC80, Fluo-8 calcium fluorescence | inhibition, % at 3 µM | 0.73% of 360,000 active;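 active means inhibition above its plate's cutoff, the mean inhibition of sample wells plus 3 SD, cut at about 27% in these data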;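 further: 0% = acetylcholine EC80 with DMSO and 100% = DMSO without agonist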
# CHRM4 PAM: positive allosteric modulators of human muscarinic M4 receptor; 0.4% of 360,000 active; P08173; activation, % at 3 µM; CHO-K1 hM4/Gqi5, Fluo-8 calcium fluorescence, ACh EC20; 0% = ACh EC20, 100% = maximal ACh;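 active means activation above its plate's cutoff, the mean activation of sample wells plus 3 SD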; further: some results filed as inactive read as strong as hits
# CRFBP-R2 block: CRF-BP/CRF-R2 complex antagonism | HEK293 CRF-R2/CRF-BP, CRF-induced calcium fluorescence | 0.59% of 350,000 active | inhibition, % at 11.8 µM;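 active means inhibition of the ligand-induced calcium signal above about 50% at the single tested concentration, limit read from the data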
# CHRM5 agonist: CHRM5 agonism in calcium assay | P08912 | CHO-K1 hM5 cells, Fluo-8 calcium fluorescence; 0% DMSO wells, 100% maximal acetylcholine response | activation, % at 3 µM | 0.19% of 360,000 active | AID 624037;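 active means activation above the run's mean over test compounds plus 3 SD, cut at about 23% in these data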;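 further: signal is peak over basal fluorescence ratio across the kinetic read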
# Target sequence (P08912 whole entry, looked up): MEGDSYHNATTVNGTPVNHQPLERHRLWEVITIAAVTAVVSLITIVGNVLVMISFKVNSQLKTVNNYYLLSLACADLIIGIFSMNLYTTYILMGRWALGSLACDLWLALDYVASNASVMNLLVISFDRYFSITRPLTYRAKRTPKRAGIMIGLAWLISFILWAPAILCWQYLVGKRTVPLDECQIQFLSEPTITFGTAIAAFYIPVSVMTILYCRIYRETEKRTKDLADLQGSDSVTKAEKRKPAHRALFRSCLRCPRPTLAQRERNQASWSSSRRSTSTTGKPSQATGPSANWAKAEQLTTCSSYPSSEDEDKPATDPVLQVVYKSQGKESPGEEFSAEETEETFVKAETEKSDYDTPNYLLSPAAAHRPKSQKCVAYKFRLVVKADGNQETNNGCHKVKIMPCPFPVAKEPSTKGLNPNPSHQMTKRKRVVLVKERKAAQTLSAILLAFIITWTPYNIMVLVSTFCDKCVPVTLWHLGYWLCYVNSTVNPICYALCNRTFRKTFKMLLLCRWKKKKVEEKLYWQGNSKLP
# CHRM5 antagonist: blocks acetylcholine activation of human M5 receptor; P08912; CHO-hM5 cells, Fluo-8 calcium fluorescence, ACh EC80; inhibition, % at 3 µM; 0.59% of 360,000 active; AID 624040;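 active means inhibition above a per-plate cutoff, the mean of that plate's test compounds plus 3 SD, cut at about 27% in these data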;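 further: 0% = acetylcholine EC80 with DMSO and 100% = DMSO without agonist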
# M1 PAM: positive allosteric modulators of human M1 muscarinic receptor | P11229 | CHO-K1 hM1, Fluo-8 calcium fluorescence, ACh EC20; 0% = ACh EC20, 100% = maximal ACh | activation, % at 3 µM | 0.088% of 360,000 active; in the data active means activation above about 19%, passing the limit was not always enough
# M5 PAM: CHRM5 positive allosteric modulation; 0.3% of 360,000 active; CHO-K1 hM5, Fluo-8 calcium, ACh EC20 PAM; 0% = ACh EC20, 100% = ACh EC100; P08912; AID 624038; activation, % at 3 µM;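 active means activation above the run cutoff, the mean activation of all test compounds plus 3 SD, cut at about 18% in these data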
#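 Assay system: CHO-K1 hM5 cells. Also added: acetylcholine at EC20 concentration, added after compound. Dosing: 3 µM, single dose. Times: compound preincubation 140 s before EC20 acetylcholine addition. Signal: Fluo-8 calcium fluorescence. Measure: % activation relative to EC20 and EC100 ACh responses. Repeats: singlicate, one well per test compound.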
# CRFBP-R2 agonist: agonists of human CRF-binding protein/CRF-R2 receptor complex; activation, % at 13.2 µM; 0.46% of 350,000 active; HEK293 CRF-R2/CRF-BP, calcium dye fluorescence (FLIPR); percent of saturating CRF peptide response;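 active means activation of at least 50%, plus an integration ratio under a set limit after plate pattern correction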;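 further: plate controls were neutral control wells without compound for no effect and CRF at EC100 for full effect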
# The depositor's hits bear a star; x = not tested or not shown; & = joins results of further samples.
SMILES,CHRM4 agonist,CHRM4 antagonist,CHRM4 PAM,CRFBP-R2 block,CHRM5 agonist,CHRM5 antagonist,M1 PAM,M5 PAM,CRFBP-R2 agonist
COCCCn1c(=O)c2sccc2n2c(CCCC(=O)N(C)Cc3ccco3)nnc12,0.9,6.7,-5.6,7.9,-1.8,9.7,-8.1,-2.2,0.1
COc1ccc(C/C(N)=N/OC(=O)Cc2ccccc2)cc1,2.7,-3.7,5.1,15.4,3.0,0.8,3.1,-2.2,-1.3
CCOc1ccc(CN(C)CC(=O)NCc2ccc(F)cc2)cc1,-0.1,-5.6,-0.6,-1.7,-5.8,4.1,5.0,-0.7,1.1
CC(C)CC1Nc2ncnc(N3CCOCC3)c2N(Cc2ccc(Cl)cc2)C1=O (stereo not given),0.4&1.0,3.5&-16.3,3.5&-9.3,0.1,-5.4&-2.5,9.6&-1.4,-1.1&5.1,1.9&-7.6,-1.1
O=C1CCN(CCc2ccccc2)CCN1[C@H](COc1ccccc1)Cc1ccccc1,1.1,-10.7,1.2,9.2,-10.9,9.6,-3.4,-0.4,2.5
O=C(Nc1cccc(Cl)c1)NC1(C(=O)NCc2cccs2)CCCCC1,2.6,2.6,10.2,6.4,2.0,2.3,0.7,-0.9,1.6
Cc1nnc(SCCN2CCOCC2)n1-c1cccc(Cl)c1,0.8,-9.1,2.4,-2.0,-2.0,3.2,-2.4,-4.4,1.1
CC1(C)CCC(=O)N2CC[C@H]3C[C@H](OC(=O)Nc4ccccc4)C[C@@H]1[C@H]32,8.2,-0.6,4.9,13.1,7.2,7.4,-1.7,-0.4,0.5
O=C(NCc1ccccc1)c1cc(-c2cccc(O)c2)on1,3.4,-6.2,6.9,19.6,-1.0,7.3,2.8,-3.0,0.4
O=C1NC(=O)C(CC(=O)N(Cc2cccs2)C2(C(=O)NC3CCCC3)CCCCC2)N1 (stereo not given),1.1,-18.5,-0.5,0.6,-0.5,-3.4,6.6,-4.3,0.6
CCOC(=O)C1=C(COC(=O)c2ccc([N+](=O)[O-])s2)NC(=O)NC1C (stereo not given),2.6,-4.2,6.4,-0.2,4.2,-4.1,4.4,0.3,0.0
Cc1ccc(-n2nc(C)c(C(=O)O)n2)c(C)c1,0.3,7.7,-2.5,-3.4,-1.5,-5.6,-0.5,-0.5,0.0
COc1ccc(C(CNC(=O)Cc2cc(OC)c(OC)c(OC)c2)N2CCCC2)cc1 (stereo not given),0.0,11.8,1.5,9.4,-1.6,5.3,8.2,-0.9,-0.7
COc1ccccc1C1CCN(C(=O)c2cccc([N+](=O)[O-])c2)CC1,11.4,6.0,-12.8,-5.3,-6.8,11.8,5.8,-11.6,-0.2
Cc1ccc(/C=C/C(=O)N2CCCC(C(N)=O)C2)o1 (stereo not given),0.9,-2.4,17.1,21.5,-1.6,4.6,9.8,3.5,1.4
CSc1ncc(Cl)c(C(=O)Nc2cc(C)ccc2C)n1,0.8,-8.2,0.5,12.1,-4.4,-6.0,20.5,2.1,-1.2
COCCNC(=S)NN=C1CCCCCC1,0.4,5.8,-2.9,-8.5,-1.4,20.8,2.9,10.3,-1.2
O=C(COc1cccnc1[N+](=O)[O-])NCc1cccs1,0.6,5.5,-1.7,0.8,-0.8,10.3,3.0,6.7,0.5
CC(=O)N1c2ccccc2NC2=C(C(=O)CCC2)C1c1cccnc1 (stereo not given),0.8,0.8,5.6,11.6,-3.7,7.9,-0.9,1.1,-0.5
CCC(C)(C)C1CCC(=NNC(=S)Nc2ccccc2)CC1 (stereo not given),0.9,4.0,-0.6,2.4,-1.4,-5.0,-3.9,-3.3,-0.3
c1ccc(N2CCN(c3ncnc4sc5c(c34)CCC5)CC2)cc1,1.2,1.1,2.8,-3.1,-4.8,0.8,7.1,-4.9,-0.5
CN(C(=O)Cn1nc(Cl)ccc1=O)C1CCCN(Cc2ccccc2F)C1 (stereo not given),2.2,-1.1,9.9,6.3,-1.9,-3.8,10.5,4.2,0.5
NC(=O)/C(=C\c1cccnc1)NC(=O)c1ccccc1,0.6,-0.5,-3.9,6.4,-1.6,-7.4,7.1,-3.3,1.1
COc1cccc(CN(C)C(=O)c2ccc(NS(=O)(=O)c3ccc(F)cc3)cc2)c1OC,5.4,-25.2,8.6,19.9,2.9,5.1,0.5,-9.0,-3.7
CCCN(CC(=O)Nc1cc(Cl)ccc1Cl)C(=O)/C=C/c1cc(OC)ccc1OC,5.3,4.2,-5.7,12.6,-8.2,8.7,0.2,-26.2,1.0
Cn1c(=O)c(=O)n(C)c2cc(S(=O)(=O)N3CCC(N4CCCCC4)CC3)ccc21,1.7,-3.0,12.0,16.1,-3.4,-0.1,7.7,-1.8,-0.1
COc1ccc(C(=O)N/C(=C\c2cn(S(=O)(=O)N(C)C)c3ccccc23)C(=O)NCCN2CCOCC2)cc1OC,1.1,-5.2,0.4,-0.1,-1.9,-1.6,15.8,-1.5,-1.4
c1ccc(Cn2cc(CN3CCCO3)c(-c3ccc4c(c3)OCO4)n2)cc1,2.6,2.8,-16.2,1.2,-2.2,-3.0,2.2,0.2,-0.7
COc1ccc(/C=C/C(=O)NNC(=O)c2ccncc2)c(OC)c1,1.4,9.6,-3.9,13.5,4.8,7.0,0.6,-14.1,-0.5
Cn1c(=O)oc2cc(S(=O)(=O)N3CCC(C(=O)N4CC=C(c5ccccc5)CC4)CC3)ccc21,3.3,-10.4,8.3,19.1,1.4,0.2,9.6,-7.6,1.4
O=C(C1CCN(C2CCN(Cc3ccc4c(c3)CCO4)CC2)CC1)N1CCCC1,-0.1,-3.7,-25.6,-18.3,-7.0,12.3,2.7,-9.3,-0.7
Cc1cccc(C(=O)Nc2ccc(C(=O)N/N=C/c3ccc4c(c3)OCO4)cc2)c1,5.9,-15.3,-0.2,2.7,-1.0,-2.4,-6.0,-5.8,-1.0
CCOC(=O)N/N=C\c1ccc(OC(=O)c2ccco2)cc1,-0.8,0.0,4.4,-4.5,-0.7,-1.2,2.2,3.0,-0.5
COc1ccc(NC(=O)CCNS(=O)(=O)c2ccc(C)c(C)c2)cc1OC,2.0,1.3,1.7,1.0,0.0,4.9,16.4,1.0,0.0
CC(C)C(N)c1csc(Nc2ccc(S(C)(=O)=O)cc2)n1 (stereo not given),0.0,5.0,1.1,x,1.2,6.6,10.1,1.0,x
CCC1(c2ccccc2)NC(=O)N(CC(=O)Nc2ccc(N3CCCC3)cc2C)C1=O (stereo not given),1.5,-9.9,3.8,-11.5,-3.1,2.8,8.9,2.0,-0.9
c1ccc2c(c1)ccc1nnc(SCc3ccc4c(c3)OCO4)n12,-0.1,-17.4,5.8,21.3,-1.4,3.1,1.1,-6.6,-0.9
Cc1cccc(NC(=O)CN2CCN(CC(=O)Nc3cccc(C)c3)CC2)c1,1.2,-0.9,4.4,4.7,0.6,3.4,0.5,-3.0,0.7
O=C(Cc1cccs1)NC1(C(=O)NC2CCCC2)CCCCC1,0.5,2.5,10.2,16.7,-3.5,1.8,5.1,2.0,-1.9
CCOc1cccc(-c2nn3c(-c4ccccn4)nnc3s2)c1,4.6,8.0,-0.3,-25.8,0.6,4.3,0.0,-2.2,23.2
O=C(O)COc1ccc(/C=C2\SC(=Nc3ccccc3)N(c3ccccc3)C2=O)cc1,-1.0,30.3*,-7.9,-20.3,-1.0,4.4,5.6,-5.0,-0.1
C/C(=N\NC(=O)c1sccc1C)c1cccnc1,0.0,9.8,-4.3,-1.8,-3.0,16.1,-1.7,-6.0,-0.9
CCC1(CC)NC(=O)N(CC(=O)OCC(=O)NC(=O)c2ccc(Cl)cc2)C1=O,3.0,-18.8,11.5,-3.7,-0.3,5.5,2.2,-1.9,0.0
CCN(CC)C(=O)c1cn(CCC#N)nc1-c1ccc2ccccc2c1,1.7,0.3,5.3,-4.8,-0.4,4.8,9.1,-2.8,0.6
O=S(=O)(NCCOc1ccccc1Cl)c1ccc2oc3ccccc3c2c1,1.9,-4.7,-2.8,-5.2,-0.2,-7.9,-5.8,7.2,6.4
Cc1c(NC(=O)C(C)OC(=O)/C=C/c2ccc3c(c2)OCO3)c(=O)n(-c2ccccc2)n1C (stereo not given),0.8,2.7,-3.2,2.8,-3.5,1.1,8.2,-2.6,-1.9
c1ccc(OCc2nn3c(-c4n[nH]c5c4CCC5)nnc3s2)cc1,3.0,-9.2,9.3,-29.9,-0.5,-6.8,4.5,2.1,-1.3
O=C(CSC1=Nc2ccccc2C2=NC(CC(=O)NCc3ccco3)C(=O)N12)NCC1CCCO1 (stereo not given),0.3,6.4,-0.4,1.9,1.2,0.4,4.5,-4.5,3.5
O=C(Nc1ccc(Cl)cc1)c1ccc2sc([C@@H]3O[C@H](CO)[C@@H](O)[C@H]3O)nc2c1,0.6,-17.4,8.2,x,0.3,0.6,14.9,-3.2,x
O=C(CCN1C(=O)NC2(CCCC2)C1=O)Nc1ccc(Sc2ccc(Br)cc2)cc1,4.1,-4.7,-12.6,-5.9,-1.2,2.9,-10.9,-6.6,0.2
COCCNC(=O)c1cnn2c(C(F)(F)F)cc(-c3ccc(C)cc3)nc12,1.4,-3.7,-1.0,3.0,0.1,-5.1,-7.7,-4.7,-0.7
COc1ccc(CC(=O)NCC2CCCN(Cc3cccc(C(F)(F)F)c3)C2)cc1 (stereo not given),1.9,-13.0,-0.5,-4.6,-5.8,-0.4,1.8,11.9,-0.3
Cc1ccc(C2=NN(C(=O)CCCC(=O)O)C(c3ccc4c(c3)OCO4)C2)cc1 (stereo not given),0.5,7.7,-2.2,2.3,0.9,12.6,1.4,-3.7,-1.2
CC1(C(=O)NS(=O)(=O)c2ccccc2Cl)CCN1C(=O)CCc1ccccc1 (stereo not given),1.1,-7.2,-1.1,x,0.7,-1.7,-0.3,-1.3,x
CCOC(=O)/C(C#N)=C/c1ccc(N2CCN(C)CC2)cc1,1.4,-1.2,6.5,-12.8,-0.7,7.8,7.2,-1.4,7.8
O=C1C2C3C=CC(C3)C2C(=O)N1c1ccncc1 (stereo not given),1.5,-6.1,16.2,12.6,0.0,-7.6,8.6,5.8,-1.1
COc1cc(C)c(S(=O)(=O)NOCc2ccc([N+](=O)[O-])cc2)c(C)c1C,-0.7,2.0,-5.4,0.0,-13.4,14.2,9.8,-5.9,-0.2
O=C(COc1ccc2ccccc2c1)NNC(=O)Nc1ccc(F)cc1F,3.0,7.0,-3.2,-0.6,-0.1,11.8,8.8,-4.2,0.0

# Limited to CRFBP-R2 block and CHRM4 antagonist, for some of the entries so far:
Molecule	CRFBP-R2 block	CHRM4 antagonist
CC1(C(=O)NS(=O)(=O)c2ccccc2Cl)CCN1C(=O)CCc1ccccc1 (stereo not given)	x	-7.2
c1ccc(OCc2nn3c(-c4n[nH]c5c4CCC5)nnc3s2)cc1	-29.9	-9.2
CCN(CC)C(=O)c1cn(CCC#N)nc1-c1ccc2ccccc2c1	-4.8	0.3

# Hits appear at their usual frequency (roughly 2.6% active in at least one column).
